# Bioassay records as filed in PubChem BioAssay.
# NSD2 HMT inh: inhibitors of human histone methyltransferase NSD2 | O96028 | inhibition, % at 12.5 µM | 310,000 compounds, 0.54% hits | AID 743445 | NSD2 peptide methylation, AlphaScreen, 120 min; in the data active = inhibition above about 50%
# Target sequence (O96028 whole entry, looked up): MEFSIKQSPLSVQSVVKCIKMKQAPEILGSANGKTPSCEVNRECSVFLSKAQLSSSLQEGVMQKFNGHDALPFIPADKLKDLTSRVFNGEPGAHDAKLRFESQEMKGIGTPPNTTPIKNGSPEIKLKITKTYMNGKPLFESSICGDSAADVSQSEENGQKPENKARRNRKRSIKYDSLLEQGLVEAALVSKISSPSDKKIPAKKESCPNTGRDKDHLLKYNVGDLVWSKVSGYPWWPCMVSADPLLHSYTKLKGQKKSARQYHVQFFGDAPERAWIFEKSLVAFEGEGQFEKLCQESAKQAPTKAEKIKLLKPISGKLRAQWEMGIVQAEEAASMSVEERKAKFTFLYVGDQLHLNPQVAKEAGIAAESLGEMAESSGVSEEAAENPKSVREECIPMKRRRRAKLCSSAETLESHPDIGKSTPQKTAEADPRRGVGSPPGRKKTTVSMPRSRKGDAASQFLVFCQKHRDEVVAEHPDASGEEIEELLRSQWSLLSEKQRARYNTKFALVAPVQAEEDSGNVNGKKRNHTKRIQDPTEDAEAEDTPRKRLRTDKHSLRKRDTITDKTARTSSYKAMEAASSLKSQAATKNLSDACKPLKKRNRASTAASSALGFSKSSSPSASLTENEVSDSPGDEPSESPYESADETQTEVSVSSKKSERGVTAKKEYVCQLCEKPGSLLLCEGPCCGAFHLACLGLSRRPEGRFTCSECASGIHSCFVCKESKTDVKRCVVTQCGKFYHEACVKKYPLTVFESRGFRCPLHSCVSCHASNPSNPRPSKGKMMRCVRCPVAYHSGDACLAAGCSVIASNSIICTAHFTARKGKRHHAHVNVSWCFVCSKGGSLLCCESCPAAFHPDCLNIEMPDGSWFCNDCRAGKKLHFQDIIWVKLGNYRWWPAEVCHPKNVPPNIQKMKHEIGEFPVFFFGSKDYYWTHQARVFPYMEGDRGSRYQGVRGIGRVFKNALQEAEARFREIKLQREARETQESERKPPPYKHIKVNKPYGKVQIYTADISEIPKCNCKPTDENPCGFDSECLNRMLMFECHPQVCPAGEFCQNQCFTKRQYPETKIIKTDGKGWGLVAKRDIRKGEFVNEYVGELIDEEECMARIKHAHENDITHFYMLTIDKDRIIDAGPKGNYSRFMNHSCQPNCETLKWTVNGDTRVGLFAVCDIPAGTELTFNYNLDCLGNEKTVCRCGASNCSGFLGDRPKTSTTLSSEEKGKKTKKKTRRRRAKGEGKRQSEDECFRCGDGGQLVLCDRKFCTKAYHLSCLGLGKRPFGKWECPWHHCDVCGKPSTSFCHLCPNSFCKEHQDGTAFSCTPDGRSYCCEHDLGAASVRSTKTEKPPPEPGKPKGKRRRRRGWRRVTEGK
# V-ATPase pH: alters yeast V-ATPase proton transport. 350,000 compounds, 0.37% hits. S. cerevisiae, pHLuorin cytosolic pH fluorescence. AID 504577. response, % at 10 µM; in the data active = response mostly above about 7.3%, no sharp cut-off; inactive = mostly below about 5.4%; also: actives read high; inactives centre near 0; some compounds called inactive have numbers as strong as hits
# Arrestin-AP2 inh: blocks beta-arrestin peptide binding to AP2 adaptin | FITC-arrestin peptide / GST-AP2 beads, flow cytometry; AP2 beta2 appendage carries R879A mutation | inhibition, % at 10 µM | 340,000 compounds, 0.31% hits | AID 504490;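 active = inhibition above a set limit, near 3 SD of compounds lacking own fluorescence, cut at about 54% in these data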;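 also: plate controls were DMSO wells for no effect and 5 µM unlabelled arrestin peptide for full effect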
#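 Test system: GST-tagged AP2 beta2-adaptin appendage (R879A) on 4 µm glutathione beads; also added: fluorescein-tagged arrestin peptide at 50 nM final; timing: 12 min plus 1 h, RT; signal: flow cytometry, FL1 (488/535 nm); read-out: percent drop in bead-associated FITC signal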
# Keap1-Nrf2 PPI: inhibitors of human Keap1-Nrf2 protein-protein interaction | Q14145 | Keap1 Kelch-Nrf2 peptide fluorescence polarization, 1536-well | inhibition, % at 9.4 µM | 340,000 compounds, 0.15% hits; in the data active = inhibition above about 12%;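 also: human Keap1 Kelch domain with fluorescein labeled Nrf2 9mer peptide probe; 0% = neutral control wells and 100% = peptide positive control; higher means more block of Keap1 binding to Nrf2 peptide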
# RTF Ca sens inh: cardiac RTF calcium desensitization; 340,000 compounds, 0.12% hits; inhibition, % at 7.15 µM; IANBD-labeled cardiac RTF, Ca2+ fluorescence;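 active = inhibition above the mean inhibition of all tested compounds plus 3 SD, cut at about 17% in these data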;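 also: assay run at fixed EC70 calcium of 1.6 mM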
# Pemphigus Ab inh: inhibitors of pemphigus antibody binding to human desmoglein-3. P32926. DSG3-coupled beads, scFv-anti-DSG3-GFP binding, flow cytometry; active compounds read low. binding (percent of control), % at 10 µM. 310,000 compounds, 0.48% hits. AID 588358;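 active = binding more than 3 SD below its plate's average and above zero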;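 also: hits lower antibody fragment binding to DSG3; some compounds called inactive have numbers as strong as hits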
# C-LANA FP: KSHV C-LANA DNA binding inhibition; MBP-C-LANA/FAM-LBS DNA binding, fluorescence polarization; 340,000 compounds, 0.078% hits; inhibition, % at 9 µM;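 active = highest replicate inhibition at or above 60% at 9 µM, even if other replicates fall short; inactive = all replicates below 60% inhibition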;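 also: 0% = neutral control wells and 100% = 4 µM acridine orange control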
# CAL PDZ FP-1: blocks peptide binding to human CAL PDZ domain | Q9HD26 | purified CAL PDZ, TMR-peptide fluorescence polarization, 1 h | inhibition, % at 20 µM | 330,000 compounds, 0.02% hits | AID 504414;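 active = highest replicate inhibition of at least 40%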;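 also: plate controls were DMSO neutral control wells for no effect and unlabeled competitor peptide control wells for full effect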
#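 Control set: unlabelled peptide and DMSO controls / Material: purified CerCALP PDZ construct / Timing: 1 h incubation at room temperature before polarization reading / Doses: 20 µM, one dose / Detection: fluorescence polarization (mP)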
# CAL PDZ FP-2: inhibitors of human CAL PDZ peptide binding. Q9HD26. purified CAL PDZ, TMR-peptide fluorescence polarization, 1 h. inhibition, % at 24.9 µM. 300,000 compounds, 0.92% hits. AID 602252;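 active = mean inhibition of at least 30% with at least half of replicates also reaching 30%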;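 also: 0% = DMSO neutral control and 100% = excess unlabeled competitor peptide PRC23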
# DAGLB inhibitor: diacylglycerol lipase beta (human) inhibition; HEK293T DAGLB membrane lysate, EnzChek fluorogenic substrate; inhibition, % at 5.17 µM; 340,000 compounds, 0.059% hits; AID 504411; in the data active = inhibition above about 34%;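 also: 0% = enzyme with vehicle and 100% = wells lacking enzyme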
# Active calls of the source: *; nt = no result given. Only part of the results is shown (hit frequency here may not be typical).
SMILES,NSD2 HMT inh,V-ATPase pH,Arrestin-AP2 inh,Keap1-Nrf2 PPI,RTF Ca sens inh,Pemphigus Ab inh,C-LANA FP,CAL PDZ FP-1,CAL PDZ FP-2,DAGLB inhibitor
Cc1nc2ccc([N+](=O)[O-])cc2[nH]1,11,0,3,-3,-10,100,-0.4,-0.8,4,0
CCNC(=O)NC(=O)CSc1nc2ccccc2n1CCOC,-2,0,-14,5,-3,102,0.1,-0.6,-1,1
COc1ccc(N2CCN(CC(=O)Nc3cccc(S(=O)(=O)N4CCOCC4)c3)CC2)cc1,1,1,-5,-4,-8,106,0.0,-0.2,-1,3
Cc1ccc(NC(=O)CSc2nnc(CNC(=O)c3c(F)cccc3Cl)o2)cc1,-4,0,11,0,-1,105,-2.2,1.0,nt,1
CSc1ncccc1C(=O)OCC(=O)c1ccccc1,-5,-3,-3,2,-9,105,0.0,-0.3,nt,-1
O=C(c1ccccc1Nc1ccc(SC(F)F)cc1)N1CCCCC1,0,5,-4,-3,5,105,-5.2,-1.1,-4,-3
Cc1cc(C)c(C)c(OCC(=O)N2CCN(c3ccccn3)CC2)c1,-3,-4,-6,-2,3,104,-2.6,-0.5,-2,-9
COC(=O)c1ccccc1NC(=O)CN1CCC(C)CC1,1,-1,19,0,-7,103,1.5,-3.4,5,0
O=C(CN1CCOCC1)Nc1ccc2c(c1)OCO2,-1,-2,-1,-2,-21,101,0.6,-0.9,1,-1
CCCn1c(N)c(N(CCOC)C(=O)CSCC(=O)Nc2ccc(OC)cc2)c(=O)[nH]c1=O,-4,-8,32,-2,4,99,-0.2,-2.8,0,-1
CCOc1ccc2nc(NC(=O)C3=NNC(=O)CC3)sc2c1,-1,-1,-8,3,9,103,0.8,0.1,4,4
O=C(NCCCN1CCCC(O)C1)c1cc(COc2ccc(F)cc2F)on1 (configuration not stated),0,-1,46,-4,-1,101,0.5,-0.5,3,0
COc1ccc(N2CCN(S(=O)(=O)CCNC(=O)c3cccs3)CC2)cc1,0,0,30,-2,-2,104,1.3,-1.2,-2,1
CCc1ccc(N(C(=O)c2ccoc2C)C(C(=O)NC2CCCC2)c2ccc(OC)cc2)cc1 (configuration not stated),0,-2,15,-3,1,100,0.3,-0.2,-5,-3
NS(=O)(=O)c1ccc(CCNCc2ccccc2OCc2ccc(Cl)cc2)cc1,1,4,-5,-4,-4,109,-2.6,-1.6,-3,-1
CN(C(=O)c1ccc(-c2nn(C)c(=O)c3ccccc23)cc1)C1CCCCC1,8,4,-2,-2,-7,nt,-1.7,-3.4,-6,0
COc1ccc(NS(=O)(=O)c2ccc(NC(=O)C(C)(C(F)(F)F)C(F)(F)F)cc2)nn1,nt,-4,8,4,-4,108,-1.2,-1.0,-2,6
O=C(CN1CCN(S(=O)(=O)c2ccccc2)CC1)Nc1cccc(C(F)(F)F)c1,12,2,4,-3,-6,nt,-1.4,0.2,-4,-1
COc1cccc(/C=C/C(=C2/C(=O)N(c3ccccc3)N=C2C)c2ccccc2)c1OC,0,-3,-17,1,-4,122,0.4,-0.9,-6,1
CC(C)C(C(=O)O)N1C(=O)/C(=C/c2cccn2C)SC1=S (configuration not stated),5,-4,-5,-75,-34,97,-23,-0.4,nt,4
CC1CCCCN1C(=O)CCn1c(=O)oc2ccccc21 (configuration not stated),-1,3,-2,-4,8,104,-0.7,0.5,-3,-1
CCOc1cc(C(=O)Nc2cccc3ncccc23)cc(OCC)c1OCC,2,3,2,1,-1,100,1.5,-0.6,1,-1
Cc1nn(C(=O)c2cccnc2)c(C)c1Sc1ccc(Br)cc1,nt,-1,-7,-2,14,98,-0.6,-1.7,-1,1
COc1ccc(NC(=O)Nc2ccc3nsnc3c2)cc1,nt,3,3,-2,-10,98,-1.1,-1.4,-3,-2

# Laid out differently: entries from further up.
# Order of values: NSD2 HMT inh, V-ATPase pH, Arrestin-AP2 inh, Keap1-Nrf2 PPI, RTF Ca sens inh, Pemphigus Ab inh, C-LANA FP, CAL PDZ FP-1, CAL PDZ FP-2, DAGLB inhibitor
> CN(C(=O)c1ccc(-c2nn(C)c(=O)c3ccccc23)cc1)C1CCCCC1
→ 8, 4, -2, -2, -7, nt, -1.7, -3.4, -6, 0
> COc1ccc(NS(=O)(=O)c2ccc(NC(=O)C(C)(C(F)(F)F)C(F)(F)F)cc2)nn1
→ nt, -4, 8, 4, -4, 108, -1.2, -1.0, -2, 6

# Going on with the list.
SMILES,NSD2 HMT inh,V-ATPase pH,Arrestin-AP2 inh,Keap1-Nrf2 PPI,RTF Ca sens inh,Pemphigus Ab inh,C-LANA FP,CAL PDZ FP-1,CAL PDZ FP-2,DAGLB inhibitor
CCN(/C=N/c1sc2c(c1C#N)CCCCC2)CC,10,-3,3,0,0,99,1.7,2.4,-4,-6
O=C(C1CC1)N1CCN(c2ccc(O)cc2)CC1,35,3,10,2,10,96,-0.6,-2.0,-4,3
COC(=O)c1c(NC(=O)CN2CCN(S(=O)(=O)c3ccccc3[N+](=O)[O-])CC2)sc2c1CCC(C)C2 (configuration not stated),-2,-1,8,-1,-11,121,-1.6,-1.6,-2,-8
Cc1ccc(C)c(NC(=O)COC(=O)c2c(-c3ccccc3)noc2C)c1,-2,2,nt,nt,nt,102,nt,nt,nt,-3
CCOC(=O)CSC1=Nc2ccccc2C2=NC(CC(=O)NCc3ccc4c(c3)OCO4)C(=O)N12 (configuration not stated),nt,3,25,0,12,101,0.6,-0.7,5,-3
CCC(=O)Nc1ccc(C(=O)NCCCn2ccnc2)cc1,-2,-6,-1,1,8,99,-0.1,-2.7,1,2
Cc1c(C(=O)NNc2cc(=O)n(C)c(=O)n2C)cccc1[N+](=O)[O-],nt,0,-6,2,-8,96,1.6,0.0,-1,0
COc1ccc(C(=O)NCc2csc(-c3cccs3)n2)cc1,11,5,-2,8,-3,nt,nt,-0.2,-2,-6
O=C(NN1C(=O)NC2(CCCCC2)C1=O)c1ccc(-c2ccc(Cl)cc2)o1,2,2,4,5,-1,121,-0.1,-2.6,1,3
Cc1nc2ccc(NC(=O)N3CCSCC3)cc2nc1C,-3,-7,-2,3,0,112,-2.3,-1.1,-5,1
COc1ccccc1N1CCN(C2CCCN(C(=O)c3ccoc3C)C2)CC1 (configuration not stated),-3,-1,-1,-6,-8,105,-1.7,-0.3,-4,-2
CCN1C(=O)CC(NC2CCN(C(=O)c3ccc(F)cc3)CC2)C1=O (configuration not stated),-1,-1,-11,-5,-3,112,1.2,-0.6,-4,-2

# Arranged by molar mass (smallest number first): some entries from above
SMILES,NSD2 HMT inh,V-ATPase pH,Arrestin-AP2 inh,Keap1-Nrf2 PPI,RTF Ca sens inh,Pemphigus Ab inh,C-LANA FP,CAL PDZ FP-1,CAL PDZ FP-2,DAGLB inhibitor
Cc1nc2ccc([N+](=O)[O-])cc2[nH]1,11,0,3,-3,-10,100,-0.4,-0.8,4,0
CSc1ncccc1C(=O)OCC(=O)c1ccccc1,-5,-3,-3,2,-9,105,0.0,-0.3,nt,-1
CCC(=O)Nc1ccc(C(=O)NCCCn2ccnc2)cc1,-2,-6,-1,1,8,99,-0.1,-2.7,1,2
Cc1nc2ccc(NC(=O)N3CCSCC3)cc2nc1C,-3,-7,-2,3,0,112,-2.3,-1.1,-5,1
CCOc1ccc2nc(NC(=O)C3=NNC(=O)CC3)sc2c1,-1,-1,-8,3,9,103,0.8,0.1,4,4
Cc1c(C(=O)NNc2cc(=O)n(C)c(=O)n2C)cccc1[N+](=O)[O-],nt,0,-6,2,-8,96,1.6,0.0,-1,0
CCN1C(=O)CC(NC2CCN(C(=O)c3ccc(F)cc3)CC2)C1=O (configuration not stated),-1,-1,-11,-5,-3,112,1.2,-0.6,-4,-2
O=C(c1ccccc1Nc1ccc(SC(F)F)cc1)N1CCCCC1,0,5,-4,-3,5,105,-5.2,-1.1,-4,-3
CN(C(=O)c1ccc(-c2nn(C)c(=O)c3ccccc23)cc1)C1CCCCC1,8,4,-2,-2,-7,nt,-1.7,-3.4,-6,0
COc1ccc(N2CCN(S(=O)(=O)CCNC(=O)c3cccs3)CC2)cc1,0,0,30,-2,-2,104,1.3,-1.2,-2,1
COc1cccc(/C=C/C(=C2/C(=O)N(c3ccccc3)N=C2C)c2ccccc2)c1OC,0,-3,-17,1,-4,122,0.4,-0.9,-6,1
COC(=O)c1c(NC(=O)CN2CCN(S(=O)(=O)c3ccccc3[N+](=O)[O-])CC2)sc2c1CCC(C)C2 (configuration not stated),-2,-1,8,-1,-11,121,-1.6,-1.6,-2,-8

# (next part)
SMILES,NSD2 HMT inh,V-ATPase pH,Arrestin-AP2 inh,Keap1-Nrf2 PPI,RTF Ca sens inh,Pemphigus Ab inh,C-LANA FP,CAL PDZ FP-1,CAL PDZ FP-2,DAGLB inhibitor
O=C(CN1CCOCC1)Nc1ccc(C2CCCCC2)cc1,-10,-2,-1,-5,-2,122,1.6,-3.0,-11,-2
Cc1cc(C)c2[nH]c(C(=O)Nc3ccc(F)cc3Br)cc2c1,-1,2,44,-2,-2,106,-1.3,2.4,-2,-7
COCCNC(=O)Cn1nc(C)c([N+](=O)[O-])c1C,-6,-1,27,-4,-1,102,-0.7,-0.2,nt,2
CCN(CC(=O)Nc1ccc(NC(C)=O)cc1)C(=O)/C=C/c1c(C)nn(-c2ccc(F)cc2)c1Cl,-2,-1,2,0,-10,106,-0.7,-3.2,-2,-5
COc1ccc(C)cc1S(=O)(=O)N(C)CC(=O)N1CCN(C)CC1,nt,-1,-1,3,-18,98,0.8,-2.1,-1,-2
Cc1ccc(NC(=S)NNC(=S)NC2CCCCC2)cc1,-2,1,3,0,-16,87,0.5,0.5,-4,4
Cc1ccccc1NC(=O)c1cc(S(=O)(=O)Nc2cccc(C(=O)O)c2)ccc1Cl,1,-1,-19,2,-7,102,-7.1,0.4,3,4
COc1cccc(CN2CCN(Cc3nc(-c4cccs4)oc3C)CC2CCO)c1 (configuration not stated),1,6,42,1,-4,100,0.1,-3.5,0,-2
COC(=O)c1cc(C(=O)NCCN2C(=O)S/C(=C\c3cccs3)C2=O)cc([N+](=O)[O-])c1,-1,2,44,-1,-8,123,-3.1,-0.4,-3,1
C=CCN1C(=O)[C@@H]2Cc3c([nH]c4ccccc34)C(c3cc(OC)c(OC)c(OC)c3)N2C1=S (some centres not stated),0,2,41,-10,-21,105,-4.8,-0.3,8,-5
COc1ccc(CCC(=O)Nc2nnc(C(C)(C)C)s2)cc1,-2,1,-13,4,-10,117,-2.8,1.2,0,0
O=C1CC(c2cccnc2)c2cc3c(cc2N1)OCO3 (configuration not stated),nt,1,0,0,-17,99,0.5,-1.2,nt,-1
